Screening results: PubChem, National Center for Advancing Translational Sciences (NCATS)
Tau filament bind: binders of human tau filaments; P10636; recombinant tau filaments, thioflavin S fluorescence, 15 h; filaments grown with octadecylsulfate alongside compound; Potency, µM (top dose mostly 57.1 µM), for inactives: at the highest dose activity change, negative = inhibition; 2% of 71,000 active; AID 596;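 also: potency is read from the fitted curve at half-maximal effect; % is scaled to controls: 0 for no effect and ±100 for the full control effect; actives lower thioflavin S fluorescence by blocking filaments or displacing dye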
Target sequence (P10636 whole entry, looked up): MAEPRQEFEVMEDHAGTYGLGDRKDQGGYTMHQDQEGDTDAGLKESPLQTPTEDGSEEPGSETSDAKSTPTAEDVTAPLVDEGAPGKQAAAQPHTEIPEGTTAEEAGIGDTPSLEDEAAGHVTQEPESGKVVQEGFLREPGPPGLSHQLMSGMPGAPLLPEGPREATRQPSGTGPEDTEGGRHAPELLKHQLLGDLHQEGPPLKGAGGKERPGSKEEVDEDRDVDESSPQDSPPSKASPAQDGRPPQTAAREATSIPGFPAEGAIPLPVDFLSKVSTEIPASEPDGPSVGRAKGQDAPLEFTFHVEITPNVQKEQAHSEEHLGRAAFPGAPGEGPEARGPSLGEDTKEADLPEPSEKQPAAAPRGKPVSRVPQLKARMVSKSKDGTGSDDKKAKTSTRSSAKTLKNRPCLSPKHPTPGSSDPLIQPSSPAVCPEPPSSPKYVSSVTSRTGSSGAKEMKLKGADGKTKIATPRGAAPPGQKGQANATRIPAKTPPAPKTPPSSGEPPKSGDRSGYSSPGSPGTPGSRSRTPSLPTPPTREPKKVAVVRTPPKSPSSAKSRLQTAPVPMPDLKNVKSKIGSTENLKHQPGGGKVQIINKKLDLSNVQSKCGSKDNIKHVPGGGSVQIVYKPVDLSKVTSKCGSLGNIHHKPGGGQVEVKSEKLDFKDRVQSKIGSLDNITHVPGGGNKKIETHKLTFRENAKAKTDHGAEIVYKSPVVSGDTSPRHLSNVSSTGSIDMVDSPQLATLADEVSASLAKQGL
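Assay mix: 1 uM His-tagged tau, 30 uM sodium octadecylsulfate, thioflavine S dye in HEPES/NaCl/DTT buffer. Compound is added prior to the inducer. Fluorescence after 15 h at 37 C.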
A350 autofl: compounds fluorescent in Alexa 350 spectral region | Compound autofluorescence, 340/450 nm, Alexa 350 dye-equivalents; active compounds read high | max dye-equivalent concentration, M | 11% of 59,000 active | AID 590; in the data active = max dye-equivalent concentration above about 10 nM; inconclusive = mostly about 1.1 nM to 9.6 nM
4MU fluor: compounds fluorescent in 4-MU spectral region; compound autofluorescence, 340/450 nm, 4-MU equivalents; active compounds read high; 11% of 59,000 active; max dye-equivalent concentration, M; in the data active = max dye-equivalent concentration above about 10 nM; inconclusive = mostly about 1.1 nM to 9.6 nM
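Compounds in 100 mM Tris, pH 8.0, incubated 15 min at room temperature, then fluorescence read at 340 nm excitation/450 nm emission. Signal converted to 4-MU dye-equivalent concentration using an on-plate six-point 4-MU standard curve.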
Rhodamine autofl: rhodamine region autofluorescence; Rhodamine-region fluorescence, 547/598 nm, Tris buffer; active compounds read high; max dye-equivalent concentration, M; 0.05% of 59,000 active; in the data active = max dye-equivalent concentration above about 11 nM; inconclusive = between about 1.1 nM and that limit
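Intrinsic compound fluorescence, ex 547 / em 598 nm, CCD imager. Tris 100 mM pH 8.0; 15 min RT. Output = rhodamine dye-equivalent concentration at each compound concentration.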
Casp7 inh: allosteric or competitive inhibitors of human caspase-7 | Potency, µM (series often up to 57.5 µM), for inactives: at the highest dose activity change, negative = inhibition, most hits filed as inhibitors | 0.02% of 75,000 active | recombinant caspase-7, Ac-DEVD-AFC fluorescence rate; active = well fitted inhibition curve with a large enough effect in the main read-out, with a control signal flat, not every such curve was filed as active; inconclusive = small, poorly fitted or top-dose-only effect, or a change in a side signal; also: potency is read from the fitted curve at half-maximal effect; % of control where 0% means no effect
Target sequence (P55210 24-198 limits assumed): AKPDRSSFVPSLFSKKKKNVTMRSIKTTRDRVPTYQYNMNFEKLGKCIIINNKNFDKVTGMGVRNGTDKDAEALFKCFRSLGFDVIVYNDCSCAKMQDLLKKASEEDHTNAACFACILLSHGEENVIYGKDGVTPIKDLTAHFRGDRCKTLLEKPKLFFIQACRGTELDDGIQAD
Target sequence (P55210 207-303 limits assumed): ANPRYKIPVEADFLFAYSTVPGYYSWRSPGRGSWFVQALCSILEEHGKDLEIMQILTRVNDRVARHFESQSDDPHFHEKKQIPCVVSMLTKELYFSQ
Luciferase inh: firefly luciferase inhibition | purified firefly luciferase, luminescence, 8 min | Potency, µM (titrated, usually from 57.1 µM), without a hit: at the highest dose activity change, negative = inhibition, usual class: inhibitors | 2.2% of 72,000 active | AID 411; also: potency is read from the fitted curve at half-maximal effect; % is scaled to controls: 0 for no effect and ±100 for the full control effect; nearly all actives have a fitted effect of over 40% in size
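Firefly luciferase (PKLight detection mix) with 10 uM ATP in pH 7.2 imidazole buffer (KCl, MgCl2, Tween 20, BSA). Compounds tested across a concentration series (qHTS). Luminescence read after 8 min at ambient temperature.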
Texas Red fluor: compounds fluorescent in Texas Red spectral region. Compound fluorescence, Texas Red channel, 547/618 nm; active compounds read high. max dye-equivalent concentration, M. 0.06% of 59,000 active. AID 587; in the data active = max dye-equivalent concentration above about 10 nM; inconclusive = between about 1.1 nM and that limit
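Pin-transferred compounds and Texas Red standards go into 100 mM Tris buffer, pH 8.0. After 15 min at room temperature, plates are imaged with 547/618 nm filters. Each value is a dye-equivalent concentration derived from the per-plate dye curve.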
HEK293 cAMP ctrl: raises cAMP in parental HEK293 cells, TSHR agonist counter-screen. parental HEK293 CNG cAMP sensor, membrane potential fluorescence. Potency, µM (titrated, usually from 57.1 µM), for the others: top-dose activation, usual class: activators. 2.5% of 73,000 active; also: potency is read from the fitted curve at half-maximal effect; % of control where 0% means no effect; nearly all actives have a fitted effect of over 55% in size
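Counterscreen for endogenous-receptor signalling: CNG-channel HEK 293 cells report cAMP rise by membrane depolarization. After 60 min dye equilibration with 100 uM RO 20-1724, compounds incubated 30 min before bottom-read fluorescence at 590 nm.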
ERK AVP inh: blocks ERK signaling stimulated by vasopressin; HEK293-V1b, vasopressin-stimulated pERK AlphaScreen; Potency, µM (doses to about 57.5 µM), without a hit: top-dose activity, negative = inhibition, most hits filed as inhibitors; 0.99% of 72,000 active; AID 995; also: potency is read from the fitted curve at half-maximal effect; % is scaled to controls: 0 for no effect and ±100 for the full control effect; nearly all actives have a fitted effect of over 55% in size
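HEK293 cells stably expressing V1b receptor, preincubated 30 min at 37 °C with compound, then stimulated 5 min with 25 nM vasopressin. Phospho-ERK by AlphaScreen SureFire after 5 h RT; normalized to DMSO and vasopressin; AC50 by Hill fit.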
Casp1 inh: blocks human caspase-1 allosterically or competitively. Potency, µM (highest dose often 57.5 µM), for inactives: at the highest dose activity change, negative = inhibition, most hits filed as inhibitors. 0.03% of 75,000 active. AID 900. P29466. Caspase-1 enzyme, Ac-WEHD-AFC fluorogenic rate;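 also: potency is read from the fitted curve at half-maximal effect; plate controls were vehicle for no effect and no substrate for full effect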
Fluorescein fluor: compound autofluorescence in fluorescein spectral region. Compound autofluorescence, 480/540 nm, fluorescein-equivalent; active compounds read high. AID 593. max fluorescein-equivalent concentration, M. 0.91% of 59,000 active; in the data active = max fluorescein-equivalent concentration above about 10 nM; inconclusive = between about 1.1 nM and that limit
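Fluorescein stocks ranging 3 mM down to 300 nM, plus DMSO blanks, were pinned alongside compounds to build a per-plate standard curve. Buffer: 100 mM Tris, pH 8.0. Incubation 15 min, room temperature; filters 480/540 nm.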
Active calls of the source: *; i = inactive; ? = inconclusive; . = no result given; & = joins results of further samples; [ ] = dose if it differs, or a comment. Unless noted, calls follow the shape of the dose curve; as a rule, active = well fitted curve in the direction sought with a large enough effect; inconclusive = small, poorly fitted or top-dose-only effect, or another doubt; inactive = no such curve, though single readings can be large; an effect the other way counts as inactive or inconclusive.

no.	SMILES	Tau filament bind	A350 autofl	4MU fluor	Rhodamine autofl	Casp7 inh	Luciferase inh	Texas Red fluor	HEK293 cAMP ctrl	ERK AVP inh	Casp1 inh	Fluorescein fluor
1	CCOC(=O)COc1nc(OC)nc(N2CCOCC2)n1	-1%	i	i	i	-2%	2%	i	9%	-4%	4%	i
2	COc1ccc(C2C=C(C)Nc3nc(SC)nn32)cc1 (stereo not given)	7%	7.6e-08M*	8.3e-08M*	i	-10%	2%	i	4%	-11%	-9%	i
3	O=c1c2ccccc2oc2nc(-c3ccco3)n(Cc3ccccc3)c(=O)c12	20µM*	?	i	i	0%	1%	i	3%	-4%	0%	i
4	CCOC(=O)Cc1csc(NC(=O)c2ccc(S(=O)(=O)N3CCCCC3)cc2)n1	-10%	i	i	i	-4%	3%	i	29%	-1%	-1%	?
5	O=C(c1cccc(S(=O)(=O)N2CCOCC2)c1)N1CCCC1	-2%	i	i	i	1%	1%	i	1%	6%	-1%	i
6	COc1ccccc1CNc1cc(-c2cccc(C#N)c2)ncn1	32%	i	i	i	-5%	-1%[2.29 µM]	i	10%	?	0%	?
7	Cc1ccc(Cn2nc(C)c(NC(=O)c3cc(-c4ccco4)on3)c2C)cc1	16%	i	i	i	-12%	4%	i	5%	-12%	-3%	?
8	O=C(NCC1COc2ccccc2O1)C1CCC(CNc2c(N3CCCCC3)c(=O)c2=O)CC1 (stereo not given)	-6%	.	.	.	-3%	2%	.	0%	-2%	1%	.
9	O=C(CC1CCCC1)Nc1nnc(C2CC2)s1	0%	i	i	i	1%	1%	i	4%	-16%	1%	i
10	O=C(CSc1nnc(-c2ccncc2)n1CC1CCCO1)NCc1ccccc1 (stereo not given)	0%	i	i	i	3%	3%	i	2%	0%	0%	?
11	CCOC(=O)c1c(CN2CCN(C)CC2)oc2ccc(OC)cc12	7%	i	i	i	-1%	2%	i	17%	0%	-2%	?
12	CCCOc1ccc(-c2nc(N)n[nH]2)cc1	2%	?	?	i	1%	16µM*	i	2%	19%	0%	i
13	N#Cc1cccc(NC(=O)N2CCC3(CC2)CCN(C(=O)c2cccc(F)c2)CC3)c1	-12%	i	i	i	0%	0%[11.4 µM]	i	14%	-14%	-2%	i
14	N#C/C(=C1\CCCN1)c1nc(-c2ccccc2)cs1	0%	i	i	i	4%	-2%	i	-11%	-4%	-4%	i
15	CC(=O)NCCOc1cccc2ccccc12	-3%	i	i	i	1%	-2%	i	4%	-17%	0%	i
16	C=CCNc1nc(N(c2ccccc2)c2ccccc2)nc(-n2ccnc2)n1	31%	i	i	i	1%	1%	i	?	?	-1%	i
17	CCCC(=O)N(CCc1ccccc1)Cc1nc2ccccc2c(=O)[nH]1	16%	i	i	i	0%	2%	i	29%	24%	2%	?
18	Cc1cccn2c(=O)c3cc(C#N)c(=NC(=O)c4ccc5c(c4)OCO5)n(CC(C)C)c3nc12	16%	?	1.4e-08M*	i	-24%	-2%	i	-7%	2%	?	i
19	COc1cccc(C(=O)OCCN(C)C(C)(C)C)c1	.	i	i	i	.	-3%[25.5 µM]	i	.	.	.	i
20	O=C(Oc1ccc(Cl)cc1)N1CCCCC1	-6%	.	.	.	1%	-5%	.	17%	19%	0%	.
21	CCON=C1C(C)(C)C(C)(C)C(C)(C)C1(C)C	4%[11.4 µM]	i	i	i	1%[11.5 µM]	1%[11.4 µM]	i	7%[11.4 µM]	11%[11.5 µM]	-2%[11.5 µM]	i
22	NCCC(=O)NCCc1cnc[nH]1	6%[25.6 µM]	i	i	i	2%[25.7 µM]	4%[25.5 µM]	i	8%[25.6 µM]	-16%[25.7 µM]	-2%[25.7 µM]	?
23	Cc1ccc(-c2csc3ncnc(-n4nc(C)cc4N)c23)cc1	-9%	?	i	i	0%	1%	i	?	-20%	3%	?
24	c1ccc(N2CCN(c3nc4cc5c(cc4s3)OCCO5)CC2)cc1	-21%	i	i	i	-1%	-20%	i	-2%	3%	-1%	?
25	O=C(CSc1nc2cc3c(cc2c(=O)n1CCC1=CCCCC1)OCO3)NCc1ccco1	1%	i	i	i	-2%	4%	i	?	11%	-1%	i
26	CCc1[nH]nc2c1C(c1ccc(Br)s1)C(C#N)=C(N)O2 (stereo not given)	.	?	?	i	.	0%[25.5 µM]	i	.	.	.	i
27	COc1ccccc1NC(=O)c1ccc(S(=O)(=O)N2CCCC2)cc1	4%	.	.	.	0%	2%	.	4%	.	-2%	.
28	COC(=O)c1c(C)[nH]c(C(C)=O)c1C	-7%	?	i	i	1%	0%	?	-7%	-23%	1%	?
29	COCC(=O)N1CCCc2ccccc21	3%	i	i	i	0%	0%	?	0%	-9%	2%	i
30	CCCC(=O)Nc1ccc(NC(=O)c2ccco2)cn1	-3%	i	i	i	-3%	-2%	i	-10%	-12%	0%	i
31	CCOc1ccc(C2CC(c3ccc(OC)cc3)n3ncnc3N2)cc1 (stereo not given)	3%	.	.	.	-3%	3%	.	17%	-19%	1%	.
32	COc1cccc(/C(O)=C2/C(=O)C(=O)N(CCN3CCOCC3)C2c2cccnc2)c1 (stereo not given)	3%	i	i	i	-7%	-2%	i	-4%	3%	-8%	i
33	O=C(N1CCOCC1)N1CCN(S(=O)(=O)N2CCOCC2)CC1	2%	i	i	i	-3%	1%	i	3%	-22%	1%	?
34	CCOc1ccc(NC(=O)CN2CCN(S(=O)(=O)c3ccc(Cl)cc3)CC2)cc1	55%	i	i	i	-5%	1%	i	29%	-18%	-3%	i
35	Cc1nc(N=Nc2cc(S(=O)(=O)O)c3cc([N+](=O)[O-])cc(S(=O)(=O)O)c3c2)c(COP(=O)(O)O)c(C=O)c1O	?	1.5e-08M*	1.3e-08M*	i	-14%&-4%	-2%&-5%	i	1%&-6%	?	-5%&-1%	?
36	CC1CN(S(=O)(=O)c2cccc(C(=O)OCc3cc(=O)oc4cc(O)ccc34)c2)CC(C)O1 (stereo not given)	-13%	4.2e-07M*	2.5e-07M*	i	-21%	-37%	?	14%	?	?	?
37	CCOC(=O)c1[nH]cnc1C(=O)O	0%	i	i	i	3%	2%	i	6%	9%	2%	i
38	COCCNC(=O)c1cn(C)c(=O)c2cc(OC)c(OC)cc12	6%	i	i	i	-1%	2%	i	12%	-11%	1%	i
39	Cc1cc2ccc(=O)oc2cc1OC[C@@H](O)C(C)(C)O	?	4.8e-06M*	4.5e-06M*	i	-4%	1%[11.4 µM]	i	-6%	-8%	1%	i
40	Cn1c(C(=O)N2CCN(c3nc4ccccc4s3)CC2)cc2sccc21	37%	i	i	i	-3%	4%	?	58%	0%	-3%	i

One compound at a time (already shown). Screens in order: Tau filament bind | A350 autofl | 4MU fluor | Rhodamine autofl | Casp7 inh | Luciferase inh | Texas Red fluor | HEK293 cAMP ctrl | ERK AVP inh | Casp1 inh | Fluorescein fluor
Cc1cc2ccc(=O)oc2cc1OC[C@@H](O)C(C)(C)O is listed with ? | 4.8e-06M* | 4.5e-06M* | i | -4% | 1%[11.4 µM] | i | -6% | -8% | 1% | i
Cn1c(C(=O)N2CCN(c3nc4ccccc4s3)CC2)cc2sccc21 is listed with 37% | i | i | i | -3% | 4% | ? | 58% | 0% | -3% | i

Going on with the list:
no.	SMILES	Tau filament bind	A350 autofl	4MU fluor	Rhodamine autofl	Casp7 inh	Luciferase inh	Texas Red fluor	HEK293 cAMP ctrl	ERK AVP inh	Casp1 inh	Fluorescein fluor
41	CCN1C(=O)C(NC(C)=O)c2cc(OC)ccc21 (stereo not given)	10%	i	i	i	-2%	3%	i	-4%	-2%	-3%	i
42	CCn1c(=O)n(CCOC)c(=O)c2c3c(sc21)CCCC3	20%	i	i	i	-1%	2%	i	10%	?	-1%	i
43	Cc1cccc(CC2CC(=O)N(c3ncccn3)C2=O)c1 (stereo not given)	-10%	i	i	i	0%	0%	i	-1%	-11%	0%	?
44	O=C(CCc1nc2ccccc2c(=O)[nH]1)OCc1nnc(-c2ccccc2)o1	-3%	?	?	i	-2%	-1%	i	-6%	12%	-1%	?
45	CC1(C)N([O-])C(c2ccccc2)=C[N+](=O)C1(C)C	-4%	4e-07M*	2.9e-07M*	i	-14%	1%	i	2%	4%	-16%	?
46	CCc1nnc(NC(=O)c2ccc(-c3cccc(C(F)(F)F)c3)o2)s1	129%	?	i	i	-3%	4%	i	-4%	-14%	0%	i
47	Cc1nc(C)c(C(=O)C2=C(O)C(=O)N(CCCN(C)C)C2c2ccco2)s1 (stereo not given)	7%	i	i	i	0%	1%	i	1%	-7%	-3%	i
48	O=c1[nH]c2ccccc2cc1-c1noc(-c2cccnc2)n1	-25%	2.8e-07M*	3e-07M*	i	0%	1%	i	4%	-10%	-2%	i
49	COc1cc2c(cc1OC)C1(NCC2)C(=O)Nc2ccccc21 (stereo not given)	12%	i	i	i	-2%	1%	?	0%	0%	1%	i
50	Nn1c(SCC(=O)Nc2ccc(F)c(F)c2)nnc1C1CCCCC1	3%	i	i	i	0%	1%	i	-3%	-3%	-2%	i

Not all compounds are listed, so the mix of outcomes need not match the whole.
